# SSB-PriA inh – blocks PriA binding to SSB C-terminal tail | hit rate 0.6% among 430,000 | inhibition, % at 33 µM | AlphaScreen SSBct-PriA binding, biotinylated peptide; in the data active means inhibition mostly above about 37%, no sharp cut-off; inactive means mostly below about 20%;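 further: plate controls were negative control peptide for no effect and reference peptide for full effect; strong numbers were not always called active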
# * marks the source's active call; other numbers are inactive results; & = joins results of further samples. This is a subset; the hit share may differ from the screen's.
SMILES,SSB-PriA inh
NC(=NOC(=O)c1ccc(Cl)cc1)c1ccn[nH]1,-18.2
Cc1nc2ccccc2c(=O)n1-c1ccc(F)c(NC(=O)c2ccccc2Br)c1,-8.0
COc1ccc(S(=O)(=O)N2CCCC[C@@H]2CCNC(=O)C(=O)Nc2ccccc2C#N)cc1,-23.0
O=C(NN=Cc1ccccc1)c1cc(=O)[nH]c2ccccc12,-18.4
CCN1C(=O)C(C)(C)COc2ccc(NS(=O)(=O)c3ccc4c(c3)OCCO4)cc21,-8.0
CC(=O)N1CCc2ccc(NS(=O)(=O)c3ccc4c(c3)CCCC4)cc2C1,8.0
COc1ncc(NC(=O)Cc2ccc(Cl)cc2)c(N(C)C)n1,14.0
CC(C(=O)NCc1nc2ccccc2[nH]1)n1nc(-c2ccc(F)cc2)ccc1=O (stereo unspecified),-8.0
O=C(Cc1csc(Nc2cccc(Cl)c2)n1)NC1CCCCC1,-12.0
CC(=CC(=O)c1ccc(Cl)cc1)NCc1ccc2c(c1)OCO2,-39.6
O=C(Nc1c(C(=O)Nc2ccccc2F)oc2ccccc12)c1ccc(Br)o1,-1.0
S=c1[nH]nc(COc2ccccc2)n1N=Cc1cccnc1,6.1
CN(C)C=Nc1cc(=O)n(Cc2ccccc2)c(=O)n1C,-9.2
COC(=O)C1[C@H]2C[C@H]3c4[nH]c5ccccc5c4CCN3C[C@@H]2CC[C@@H]1O (stereo partly specified),-7.0
COCCCn1c(SCc2nc(-c3ccccc3C)oc2C)nc2ccccc2c1=O,-16.0
CCc1ccc(-c2cc3c(=O)n(Cc4nc(-c5ccc(OC)c(OC)c5)no4)ccn3n2)cc1,-1.0
CO[C@@](C)(CNC(=O)c1cccc(N(C)C)c1)c1ccccc1F,12.0
Cc1ccc2nc(NC(=O)CCCn3nc(-c4ccc(Cl)cc4)ccc3=O)sc2c1,-8.0
O=C(CCCSc1ccc(Cl)cc1)Nc1nc2c(s1)CSc1ccccc1-2,5.0
CCOC(=O)c1cnn(-c2ccc(Cl)cc2)c1N,-14.0
CCn1c(C2CCN(C(=O)CSCc3ccccc3)CC2)nn(CCOC)c1=O,-3.0
Cc1onc(-c2c(Cl)cccc2Cl)c1C(N)=NOC(=O)N(C)C,-11.6
Cc1nc(C)c(-c2ccc(SCC(=O)Nc3ccccc3F)nn2)s1,-7.0
CCOC(=O)c1ccc(NC(=O)CSc2nnc(CNC(=O)c3ccccc3OC)n2-c2ccccc2)cc1,-33.0
COC(=O)c1ccc2c(c1)sc(=N)n2C,-7.0
CCCCC(O)=C1C(=O)CCCC1=NCCc1c(C)[nH]c2ccccc12,5.8
Cc1nn(Cc2ccccn2)c(=O)c2c1cnn2-c1ccc(F)cc1,-7.0
CCOc1ccccc1NS(=O)(=O)Cc1noc2ccccc12,-14.0
Cc1ccc(OCC(=O)NN=C2CCOc3c(C)cccc32)cc1,-36.3
CCOc1ccccc1NC(=O)NCc1n[nH]c(=O)c2ccccc12,-5.0
CC(C)c1nnc(C2CCN(C(=O)CCc3ccccc3)CC2)o1,-6.0
CCN(CC)C(=N)C(C#N)=NNc1ccc(C)cc1,5.5
CCOC(=O)c1c(C)[nH]c(C(=O)NC2CCSc3ccccc32)c1C (stereo unspecified),25.4
CC(CC(=O)Nc1ccccn1)=NNC(=O)c1cnccn1,-1.2
COc1ccc(-c2ccc(C)c(NS(=O)(=O)c3ccc(NC(=O)C(C)C)cc3)c2)nn1,10.0
COc1ccc2cc(C(=O)NCc3nc(-c4cccn4C)no3)[nH]c2c1,-3.0
COc1ccccc1OCC(=O)N(CC1CCCO1)c1nc2c(C)ccc(Cl)c2s1 (stereo unspecified),-18.0
CCS(=O)(=O)Nc1ccc2c(c1)CN(C(C)=O)CC2,-5.0
CN(C)C=NC(=S)Nc1ccc(Cl)cc1Cl,-8.1
O=C(NCc1ccccc1)Nc1ccc2c(c1)CN(C(=O)C1CC1)CC2,-9.0

# 2 compounds drawn at random from the list so far, as already listed:
SMILES,SSB-PriA inh
Cc1onc(-c2c(Cl)cccc2Cl)c1C(N)=NOC(=O)N(C)C,-11.6
CCN(CC)C(=N)C(C#N)=NNc1ccc(C)cc1,5.5

# Single entries from above:
# SSB-PriA inh, COc1ccccc1OCC(=O)N(CC1CCCO1)c1nc2c(C)ccc(Cl)c2s1 (stereo unspecified) stands at -18.0
# SSB-PriA inh, Cc1nn(Cc2ccccn2)c(=O)c2c1cnn2-c1ccc(F)cc1 stands at -7.0
# SSB-PriA inh, CC(CC(=O)Nc1ccccn1)=NNC(=O)c1cnccn1 stands at -1.2
# SSB-PriA inh, CCN(CC)C(=N)C(C#N)=NNc1ccc(C)cc1 stands at 5.5
# SSB-PriA inh, O=C(NCc1ccccc1)Nc1ccc2c(c1)CN(C(=O)C1CC1)CC2 stands at -9.0

# (list continues)
SMILES,SSB-PriA inh
Cn1c(SCC(=O)c2ccccc2OC(F)F)nc2ccccc21,-9.0
O=C(NCc1cccs1)c1cc2c(=O)[nH]ccn2n1,-12.0
O=S(=O)(NCc1nccc(N2CCCCC2)n1)c1ccc(OC(F)(F)F)cc1,-11.0
COc1ccccc1/C=C/C1=[N+](C)c2ccccc2C1(C)C,-4.0
COC(=O)N1CCC(CNC(=O)c2nc3ccccc3s2)CC1,-6.0
COc1ccc(Cl)cc1C(=O)NCc1cc(-c2cc3ccccc3o2)on1,-7.0
Cc1nc2ccccc2cc1C(=O)NN=Cc1ccccc1[N+](=O)[O-],8.4
Cc1ccccc1-c1nc(C)c(CNC(=O)c2ccccc2Cl)s1,-9.0
Cc1cccc2sc(N)nc12,-11.0
O=[N+]([O-])c1cc(F)c(N2CCc3ccccc3C2)cc1N1CCOCC1,75.3*
CN1C(=O)Cc2cc(NC(=O)C3CCCO3)ccc21 (stereo unspecified),24.0
COc1ccc(NC(=O)CC2C(=O)N(c3ccccc3)C(=S)N2NC(=O)c2ccccc2)cc1 (stereo unspecified),2.0
Cn1/c(=N/NC(=O)c2cccc(N3C(=O)CCC3=O)c2)sc2ccccc21,2.0
Cc1oc2cc(OCC(=O)c3ccc(F)cc3)ccc2c(=O)c1-c1ccccc1,7.0
O=C(Nc1c[nH]c2ccccc12)N1CCN(c2ccccc2Cl)CC1,-3.0&24.0
COC(=O)c1ccc2c(=O)n(CCC(=O)NCc3ccccc3Cl)c(=S)[nH]c2c1,8.0
COc1cc(COCC2CCN(C(=O)c3ccc(F)cc3F)CC2)cc(OC)c1,-17.0
O=C(CSc1ncnc2sc3c(c12)CCCC3)Nc1ccc(-c2nc3ccccc3s2)cc1,-6.0&-5.0
COc1cc(C=NNC(=O)CCc2c(C)n[nH]c2C)ccc1O,-9.6
O=C(NCC[C@H](O)c1ccsc1)c1ccc(OC(F)(F)F)cc1,-3.0
O=C(NCc1ccc([C@@H](O)c2ccco2)s1)c1ccccc1Br,-4.0
Cn1nc(C(=O)Nc2ccc3c(c2)OCCO3)ccc1=O,-7.0&-4.0
CN(C)c1ccc(C=NNC(=S)NCc2ccccc2)cc1,33.8
O=C(CON=Cc1ccccc1O)NNC(=O)c1ccccc1Cl,-18.8
CCN(CC)Cc1ccc(O)c2ncccc12,139.0*
Cn1cc(CC(=O)NCC#CCOc2ccccc2C(N)=O)c2ccccc21,8.0
O=C(c1cc(Br)cs1)N1CCCC(Cc2nc(C3CC3)no2)C1 (stereo unspecified),-17.0
CC(=NNC(=O)c1c[nH]c2ccccc12)c1ccc2c(c1)OCO2,6.8
COc1ccc(-c2csc3nc(SC(F)F)n(-c4ccccc4)c(=O)c23)cc1OC (tested in a mixture with another compound),-15.0
Oc1ccc(Br)cc1C=Nc1sc2c(c1-c1nc3ccccc3s1)CCCC2,6.0
O=C(Nc1ccc(Br)cc1F)c1cccc2nc3ccccc3nc12,-1.0
COc1ccc(CCNC(=O)CSc2nc3c(-c4ccccc4)c[nH]c3c(=O)n2C)cc1OC,0.0
COc1cccc(S(=O)(=O)NCc2ccc(C(=O)O)cc2)c1,-2.0
COc1ccc(C(=O)NCCS(=O)(=O)NCCCOC(C)C)cc1,2.0
CC(=NNC(=O)COc1ccc2ccccc2c1)c1cccs1,-18.4
O=C(Nc1nc2c(s1)CCCC2)[C@@H]1COCC(=O)N1Cc1cccs1,1.0
O=C1CN(C(=O)c2ccccc2Br)C(c2ccccc2)c2cc(F)ccc2N1 (stereo unspecified),5.0&15.0
COc1ccc(N(C(C)C(=O)NN=Cc2ccc(OC(C)C)cc2)S(C)(=O)=O)cc1 (stereo unspecified),-0.3
O=C(Cn1c(=O)n(Cc2ccncc2)c(=O)c2ncccc21)c1ccc2c(c1)CCCC2,4.0
CN1C(=O)C(CC(=O)Nc2ccccc2)SC1=Nc1nccs1 (stereo unspecified),-7.0

# Structural class: those above with an aryl thioether with sulfur outside any ring
SMILES,SSB-PriA inh
COCCCn1c(SCc2nc(-c3ccccc3C)oc2C)nc2ccccc2c1=O,-16.0
O=C(CCCSc1ccc(Cl)cc1)Nc1nc2c(s1)CSc1ccccc1-2,5.0
Cc1nc(C)c(-c2ccc(SCC(=O)Nc3ccccc3F)nn2)s1,-7.0
CCOC(=O)c1ccc(NC(=O)CSc2nnc(CNC(=O)c3ccccc3OC)n2-c2ccccc2)cc1,-33.0
Cn1c(SCC(=O)c2ccccc2OC(F)F)nc2ccccc21,-9.0
O=C(CSc1ncnc2sc3c(c12)CCCC3)Nc1ccc(-c2nc3ccccc3s2)cc1,-6.0&-5.0
COc1ccc(-c2csc3nc(SC(F)F)n(-c4ccccc4)c(=O)c23)cc1OC (tested in a mixture with another compound),-15.0
COc1ccc(CCNC(=O)CSc2nc3c(-c4ccccc4)c[nH]c3c(=O)n2C)cc1OC,0.0

# (further entries)
SMILES,SSB-PriA inh
O=C(COc1ccc(Cl)cc1)NCc1ccc(C(O)c2cccs2)s1 (stereo unspecified),2.0
CC1(C)Cc2cccc(OCc3ccc(C(=O)NCc4ccncc4)cc3)c2O1,12.0
CC(=NNC(=O)C1=NNC(=O)C1C)c1cccs1 (stereo unspecified),7.0
COc1cc(-c2noc(CSc3nc(-c4ccc(F)cc4)cc(=O)[nH]3)n2)cc(OC)c1OC,1.0
O=C(NCC1(c2ccc(F)cc2)CCOCC1)NC1CCCCCC1,-11.0
CN(C)C[C@H]1CSCCCN1C(=O)COc1ccccc1F,-3.0
COC(=O)c1ccc(-c2csc(NC(=O)CSCc3ccccc3)n2)cc1,-31.0
COc1ccc(C(=O)c2oc3ccccc3c2NC(=O)c2cccs2)cc1Cl,-10.0
O=C(Nc1ncc(Cc2cccc(C(F)(F)F)c2)s1)c1ccccc1Cl,-2.0&1.0
CC(Oc1ccccc1)C(=O)N1CCN=C1SCc1ccc([N+](=O)[O-])cc1 (stereo unspecified),7.0
COCCNC(=O)c1csc(N)n1,-5.0
N#CC1(CCc2ccccc2Br)CCN(S(=O)(=O)c2ccccc2)CC1,4.0
O=C(O)c1cnn2ccccc12,-12.0
O=C(CCS(=O)(=O)c1ccccc1)N1CCN(C(=O)[C@H]2C[C@@H]2c2ccc3c(c2)OCO3)CC1,-2.0
COc1ccc(C(=O)OCc2cc(-c3ccc(F)cc3)on2)c(OC)c1,-15.0
Cc1ccccc1C1CCN(C(=O)c2c(C)n[nH]c2C)CCS1 (stereo unspecified),4.0
COCCn1nc(CNC(=O)c2cccc(C(F)(F)F)c2)cc1-c1ccco1,7.0
O=C(NCCc1ccsc1)N1CCNC1=O,-42.0
COc1ccc(CCS(=O)(=O)Nc2ccc3c(c2)C(=O)N(C)CCO3)cc1,-6.0
CN(C)S(=O)(=O)c1ccc(C(=O)Nc2nc3c(F)cc(F)cc3s2)cc1,-11.0
C/C(=N/O)c1cn(C)c2ccccc12,20.0
Cc1noc(C)c1CC(=O)NCc1cc(-c2cccs2)on1,-9.0
O=c1cccnn1CCN1CCN(S(=O)(=O)c2ccc(Br)cc2)CC1,-10.0
COc1cccc(C(CNS(=O)(=O)c2cc(F)ccc2F)N2CCOCC2)c1 (stereo unspecified),12.0
COc1ccc(C(=O)N=C2SC3CS(=O)(=O)CC3N2c2cccc(C(F)(F)F)c2)cc1OC (stereo unspecified),7.0
C#CCn1c(=NC(=O)c2cc(C)no2)sc2cc(C(=O)OCC)ccc21,-13.0
CCOC(=O)c1c(NC(=O)C(C)Sc2ncnc3ccccc23)sc2c1CCCC2 (stereo unspecified),-12.0
CCOC(=O)c1ccc(NC(=O)CCSc2nc(N)c3c(C)c(C)sc3n2)cc1,-11.0
O=C(Nc1nccs1)c1ccno1,-14.0
O=C(CCc1csc(NC(=O)c2ccccc2)n1)NCc1ccc2c(c1)OCO2,-3.0
NC(=O)c1ccc(NC(=O)c2ccc(=O)n(Cc3ccc(F)cc3)n2)cc1,-11.0
Cc1ccc(C(=O)Nc2nnc(CC(C)C)s2)cc1C,0.0
COc1ccc(Cl)cc1NC(=O)CC1SC(=NN=C2CCCCCC2)NC1=O (stereo unspecified),6.4
Cn1cccc1C(O)CCNC(=O)c1csc(-c2ccccc2)n1 (stereo unspecified),14.0
CC1=CC2OC3CC4OC(=O)/C=C/C=C/C(=O)OCCC(C)C(O)C(=O)OCC2(CC1)C4(C)C31CO1 (stereo unspecified),-25.2
CCOc1ccc2ccccc2c1C(=O)Oc1coc(CSc2nc(C)cc(C)n2)cc1=O,23.0
CCOc1ccc(CNC(=S)NN=Cc2cccnc2)cc1,-1.3
O=C(c1cccs1)N1CCc2ccc(NS(=O)(=O)c3cccc4cccnc34)cc2C1,3.0
O=C(c1cccs1)N1CCN(c2ccc3nnc(-c4ccco4)n3n2)CC1,1.0
O=S(=O)(Nc1cnc(Oc2ccccc2)nc1)c1ccc(Cl)cc1,-5.0
Cc1cc2ncc3c(n2n1)CCN(C(=O)c1ccc(=O)n(C)n1)C3,-5.0
COc1ccc(OC)c(S(=O)(=O)N2CCOCC2)c1,-4.0
Cc1ccc2nc(-c3ccc(-c4ccccc4F)o3)cc(C(=O)O)c2c1,-11.0
O=C(NCCn1ccnc1-c1ccccn1)[C@@H]1CC=CCC1,4.0
CCOc1ccc(NC(=O)COc2cc(C(C)(C)C)nn2-c2nc(C)cc(C)n2)cc1,-6.0
COc1cccc(-c2c(C(=O)NN=CC3CC=CCC3)nnn2-c2nonc2N)c1 (stereo unspecified),-3.5
CN(C)C(=NOC(=O)c1ccccc1)c1nonc1N,8.1
Cc1ccc(C)c(S(=O)(=O)N2CCCC2CNC(=O)c2ccc(C(F)(F)F)cc2)c1 (stereo unspecified),-5.0&1.0
O=C(Cc1cccs1)NCCOc1ccc2nnc(-c3ccc(F)cc3)n2n1,-11.0
CCS(=O)(=O)c1ccc(-c2nnc(NC(=O)COc3ccccc3F)o2)cc1,-9.0
COC(=O)c1ccccc1NC(=O)C12CCC(C)(C(=O)C1Br)C2(C)C (stereo unspecified),-9.0
